LAP4-GFP MLPCN – modulators of TOR pathway LAP4-GFP in S. cerevisiae; S. cerevisiae LAP4-GFP multiplex, flow cytometry GFP, 3 h; median GFP as percent of DMSO wells; 0.34% of 320,000 active; GFP response vs DMSO, % at 10 µM; AID 2023;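 active = GFP response vs DMSO above a set limit, about the screen mean plus 3 SD, cut at about 150% in these data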
RPL19A TOR yeast – modulators of TOR pathway RPL19A-GFP in S. cerevisiae; S. cerevisiae RPL19A-GFP strain, flow cytometry, 3 h; hits give low values; 0.3% of 330,000 active; percent response vs DMSO, % at 10 µM;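 active = percent response vs DMSO below 50%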;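 also: median channel GFP fluorescence of the barcoded RPL19A-GFP strain; ratio of sample median GFP to plate DMSO average so 100% = DMSO; lower means less RPL19A-GFP as with rapamycin TOR inhibition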
Yeast superoxide – lowers age-related superoxide in aged yeast cells. S. cerevisiae aged cells, superoxide DHE fluorescence; hits give low values. superoxide response (% of plate mean), % at 10 µM. 0.18% of 330,000 active. AID 2690;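 active = superoxide response under a set limit, about three screen SD below normal, cut at about 65% in these data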;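 also: yeast aged for seven days with compound at 30 °C before DHE staining; 100% = average MFI of all compound-treated wells on the plate with controls excluded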
AGP1 TOR yeast – alters AGP1-GFP fluorescence in TOR pathway yeast screen; S. cerevisiae AGP1-GFP multiplex flow cytometry, 3 h; GFP as percent of DMSO wells; AID 2066; 0.02% of 320,000 active; GFP response vs DMSO, % at 10 µM;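 active = GFP response relative to DMSO above a set limit, near screen average plus 3 SD, cut at about 150% in these data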;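 also: median GFP channel fluorescence of the gated AGP1 strain per well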
AHR activator – activators of human aryl hydrocarbon receptor; AHR-responsive luciferase reporter cells, luminescence; AID 2796; activation, % at 5 µM; P35869; 2.5% of 320,000 active; in the data active = activation above about 47%;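 also: 0% = vehicle wells and 100% = reference agonist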
Target sequence (P35869 whole entry, looked up): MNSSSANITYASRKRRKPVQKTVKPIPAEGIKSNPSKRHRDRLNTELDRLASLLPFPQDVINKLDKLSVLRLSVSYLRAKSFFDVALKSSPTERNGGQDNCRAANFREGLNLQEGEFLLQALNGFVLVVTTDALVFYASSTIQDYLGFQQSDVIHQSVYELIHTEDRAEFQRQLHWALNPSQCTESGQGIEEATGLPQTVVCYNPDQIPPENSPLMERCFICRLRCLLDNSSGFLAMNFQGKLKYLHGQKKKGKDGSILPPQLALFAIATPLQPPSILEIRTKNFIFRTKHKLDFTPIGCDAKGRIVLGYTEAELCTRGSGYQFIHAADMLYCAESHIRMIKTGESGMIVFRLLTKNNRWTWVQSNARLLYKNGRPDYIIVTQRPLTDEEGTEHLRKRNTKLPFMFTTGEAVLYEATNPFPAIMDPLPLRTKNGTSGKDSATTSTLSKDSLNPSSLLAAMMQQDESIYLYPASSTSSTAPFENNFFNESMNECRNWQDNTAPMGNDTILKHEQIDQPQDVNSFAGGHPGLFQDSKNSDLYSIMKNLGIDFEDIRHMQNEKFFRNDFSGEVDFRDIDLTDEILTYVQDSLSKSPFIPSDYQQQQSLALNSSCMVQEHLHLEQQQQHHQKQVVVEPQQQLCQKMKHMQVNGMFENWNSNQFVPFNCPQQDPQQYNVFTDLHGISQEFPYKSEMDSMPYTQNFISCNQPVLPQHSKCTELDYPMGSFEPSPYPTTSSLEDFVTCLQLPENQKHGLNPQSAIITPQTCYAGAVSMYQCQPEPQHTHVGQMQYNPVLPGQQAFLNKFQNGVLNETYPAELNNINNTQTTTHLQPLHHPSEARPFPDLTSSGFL
MEP2-GFP yeast – modulators of TOR pathway MEP2-GFP in S. cerevisiae; S. cerevisiae MEP2-GFP strain, flow cytometry GFP, 3 h; 100% = DMSO control level; GFP response vs DMSO, % at 10 µM; 0.51% of 330,000 active;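 active = GFP response versus DMSO above a set limit, roughly screen mean plus 3 SD, cut at about 180% in these data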;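 also: median GFP fluorescence of the barcode-gated MEP2-GFP cells per well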
Efflux pump inh – antifungal efflux pump inhibition, Nile Red retention | S. cerevisiae Candida pump triplex | inhibition, % at 10 µM | 0.44% of 330,000 active;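 active = plate passing quality check with inhibition over a set limit, or well fluorescence over plate mean plus 4 SD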;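 also: Nile Red retained in pooled yeast measured as flow cytometry median fluorescence; 0% = buffer negative control and 100% = Enniatin B positive control; higher means more Nile Red kept so more efflux inhibition; some compounds called inactive have numbers as strong as hits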
CIT2 TOR yeast – yeast TOR pathway CIT2-GFP modulation; S. cerevisiae CIT2-GFP strain, flow cytometry, 3 h; 100 means same as DMSO wells; 0.065% of 320,000 active; GFP response vs DMSO, % at 10 µM;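 active = GFP response relative to DMSO above a set limit, near the screen mean plus 3 SD, cut at about 150% in these data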;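 also: ratio of well median GFP fluorescence to mean of DMSO wells on the plate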
Numbers without * were called inactive; x = no result given; & = joins results of further samples. This is a random part of the collection; any-hit rate near 3.9%.

SMILES | LAP4-GFP MLPCN | RPL19A TOR yeast | Yeast superoxide | AGP1 TOR yeast | AHR activator | MEP2-GFP yeast | Efflux pump inh | CIT2 TOR yeast
Cc1ccc(NC(=O)CSC2=C(C#N)C(c3ccc4c(c3)OCO4)CC(=O)N2)cc1C (configuration not stated) | 94 | 101 | 120 | 91 | 16 | 102 | -0.1 | 97
Cc1cc(OCc2nc(-c3cccs3)no2)cc(C)c1Cl | 109 | 103 | 98 | 107 | 1 | 111 | 0.0 | 101
NC(=O)CSc1nnc(NC(=O)c2ccc(S(=O)(=O)N3CCCCC3)cc2)s1 | 91 | 97 | 95 | 104 | -2 | 96 | -0.1 | 104
Cc1oncc1C(=O)NC1CCCCC1 | 102 | 107 | 86 | 115 | 3 | 101 | 0.0 | 108
COCCc1ccc(OCC(O)CNC(C)C)cc1 (configuration not stated) | 94&96&130 | 102&106&98 | 100&108&110 | 95&111&85 | -1&-1&-2 | 96&105&102 | 0.0&0.7&0.1 | 93&102&79
N#Cc1cc(Cl)c(NCC2CCCO2)cc1C#N (configuration not stated) | 88 | 99 | 102 | 92 | 35 | 103 | 0.3 | 97
O=C(O)/C=C/c1cn(Cc2ccccc2Cl)nc1-c1ccccc1 | 102 | 97 | 102 | 100 | 1 | 91 | -0.1 | 90
CCOC(=O)c1ccc(COC(=O)CNC(=O)CNC(=O)c2ccc(OC)cc2)o1 | 97 | 94 | 104 | 101 | 8 | 102 | 0.3 | 100
Cc1ncc([N+](=O)[O-])n1CC(=O)Nc1ccc(F)c(Cl)c1 | 93 | 106 | 107 | 96 | 8 | 106 | 0.1 | 93
Cc1ccc(SCC(=O)NC(=O)NC(C)C)c(C)c1 | 104 | 93 | 104 | 97 | 4 | 100 | -0.2 | 88
COc1ccc(-n2ncc3c(=O)n(CC(=O)Nc4ccc5c(c4)OCCO5)cnc32)cc1 | 90 | 101 | 111 | 98 | -1 | 106 | 0.2 | 93
CCc1cc2c(=O)n(Cc3ccccc3)c(SC3CCOC3=O)nc2s1 (configuration not stated) | 98 | 101 | 100 | 102 | 4 | 105 | 0.9* | 106
Cc1nn(Cc2ccc(Cl)c(Cl)c2)c(C)c1NC(=O)c1sc2ccccc2c1Cl | 99 | 100 | 105 | 99 | 1 | 100 | 0.1 | 94
CC(C)CC(=O)c1c[nH]c(C(=O)NCCc2ccccn2)c1 | 99 | 101 | 91 | 98 | 3 | 100 | 0.0 | 99
COc1ccc(NS(=O)(=O)c2ccc(NC(=O)c3ccc(N(C)S(C)(=O)=O)cc3)cc2)cc1 | 99 | 99 | 78 | 107 | 0 | 110 | -0.1 | 108
C=CC[n+]1c(-c2ccc(Cl)cc2Cl)csc1Nc1ccc(NC(C)=O)cc1 | 116 | 90 | 93 | 88 | -6 | 97 | 0.0 | 72
O=C(CN1CCc2ccccc21)NC(=O)NC1CCCCC1 | 94 | 97 | 111 | 99 | 3 | 96 | -0.1 | 94
CCCCN1CC[C@H]2C=CC[C@@H](C(=O)NCCc3ccccc3)[C@H]2C1=O | 133 | 98 | 105 | 90 | -1 | 90 | 0.0 | 93
COc1ccc(S(=O)(=O)N2CCCC2)c(Cl)c1Cl | 106 | 95 | 95 | 102 | 0 | 96 | 0.1 | 97
COc1ccc(N(C(=O)c2cccc([N+](=O)[O-])c2)S(=O)(=O)c2cccs2)cc1 | 99 | 102 | 83 | 102 | -1 | 101 | -0.2 | 100

Single values from the results shown.
Yeast superoxide with O=C(O)/C=C/c1cn(Cc2ccccc2Cl)nc1-c1ccccc1 → 102
LAP4-GFP MLPCN with Cc1ccc(NC(=O)CSC2=C(C#N)C(c3ccc4c(c3)OCO4)CC(=O)N2)cc1C (configuration not stated) → 94
RPL19A TOR yeast with Cc1ncc([N+](=O)[O-])n1CC(=O)Nc1ccc(F)c(Cl)c1 → 106
Efflux pump inh with Cc1oncc1C(=O)NC1CCCCC1 → 0.0
LAP4-GFP MLPCN with Cc1cc(OCc2nc(-c3cccs3)no2)cc(C)c1Cl → 109

Next section:
SMILES | LAP4-GFP MLPCN | RPL19A TOR yeast | Yeast superoxide | AGP1 TOR yeast | AHR activator | MEP2-GFP yeast | Efflux pump inh | CIT2 TOR yeast
CCn1c(C)nc2cc(C(=O)NNC(=O)Nc3ccc(Cl)cc3)ccc21 | 94 | 96 | 96 | 98 | 5 | 98 | -0.2 | x
COc1ccccc1CC(=O)NNC(=O)CN(C)S(=O)(=O)c1ccc(Cl)cc1 | 96 | 104 | 96 | 113 | 16 | 100 | 0.2 | 98
[O-][n+]1c2c(nn1-c1ccc(Cl)c(Cl)c1)-c1nonc1CC2 | 105 | 97 | 103 | 103 | 78* | 94 | 0.1 | 104
O=C1N(Cc2cccnc2)C[C@@H]2C[C@@H](c3cccc(Oc4ccccc4)c3)N3CCC[C@@]123 | 97 | 96 | 113 | 102 | 1 | 98 | 0.5 | 93
Cn1c(SCC(=O)N2CCCCC2)nnc1-c1ccc(S(=O)(=O)N2CCOCC2)cc1 | 101 | 103 | 97 | 105 | -1 | 100 | 0.0 | 105
O=C(NNC(=O)c1ccc(Cl)cc1Cl)c1csc(-c2cccnc2)n1 | 105 | 92 | 84 | 96 | 7 | 97 | -0.1 | 101
O=C1CC(N2CCN(c3ccccc3F)CC2)C(=O)N1c1ccc2c(c1)OCCO2 (configuration not stated) | 90 | 95 | 100 | 96 | -2 | 99 | 0.2 | 96
O=C(CSc1nc(=O)n(CCN2CCOCC2)c2c1CCCC2)Nc1ccc([N+](=O)[O-])cc1 | 112 | 100 | 89 | 107 | 1 | 102 | -0.1 | 101
O=C(NCCCN1CCOCC1)c1ccccc1 | 97 | 100 | 90 | 97 | 1 | 98 | -0.1 | 99
Cc1cccc(C)c1OCC(=O)Nc1cc(Cl)ccc1-n1cncn1 | 109 | 97 | 104 | 100 | 9 | 105 | 0.1 | 101
C=CCn1c(=O)c2c(C)c(C)sc2n2c(Nc3ccccc3)nnc12 | 99 | 96 | 101 | 101 | -7 | 96 | 0.1 | 96
CCOC(=O)C(C(=O)Nc1cccc(C)n1)C1CCCCC1 (configuration not stated) | 93 | 100 | 99 | 99 | 3 | 96 | 0.0 | x
CC(=O)c1c(N2CCN(C(=O)C3CCCO3)CC2)nc(=S)n(-c2ccccc2)c1C (configuration not stated) | 95 | 96 | 109 | 100 | 1 | 96 | 0.0 | 99
CC(=O)c1cccc(NC(=O)N[C@@H](CC(C)C)C(=O)O)c1 | 96 | 107 | 109 | 105 | -1 | 108 | 0.1 | 106
Cc1cc(C(=O)NNC(=O)C(C)NS(=O)(=O)c2ccccc2F)c(C)o1 (configuration not stated) | 100 | 97 | 101 | 102 | 1 | 98 | 0.4 | 97
Cn1cc([N+](=O)[O-])c(C(=O)N/N=C/c2ccc([N+](=O)[O-])cc2)n1 | 100 | 104 | 101 | 103 | 2 | 103 | -0.2 | 104
O=C(NCc1ccccc1F)C(=O)NCC1OCCCN1S(=O)(=O)c1cccs1 (configuration not stated) | 83 | 98 | 92 | 86 | 8 | 90 | -0.1 | 88
COc1ccc(/C=c2\s/c(=C/C(=O)c3ccc(C)cc3)[nH]c2=O)cc1OC | 93 | 99 | 101 | 90 | 18 | 106 | 0.2 | 93
Cc1ccc(CNS(=O)(=O)N(C)C)cc1 | 81 | 94 | 100 | 92 | 2 | 89 | -0.1 | 101
Cc1cc(NS(=O)(=O)c2ccc(NC(=O)/C=C/c3ccccc3)cc2)nc(C)n1 | 103 | 98 | 118 | 97 | -1 | 99 | 0.1 | 97

With a hit mark in AHR activator (from the list above):
molecule | LAP4-GFP MLPCN | RPL19A TOR yeast | AGP1 TOR yeast | AHR activator | MEP2-GFP yeast | Efflux pump inh | CIT2 TOR yeast
[O-][n+]1c2c(nn1-c1ccc(Cl)c(Cl)c1)-c1nonc1CC2 | 105 | 97 | 103 | 78* | 94 | 0.1 | 104

More entries:
SMILES | LAP4-GFP MLPCN | RPL19A TOR yeast | Yeast superoxide | AGP1 TOR yeast | AHR activator | MEP2-GFP yeast | Efflux pump inh | CIT2 TOR yeast
Cn1c(SCC#N)nnc1-c1ccc2c(c1)OCO2 | 96 | 94 | 95 | 94 | 4 | 98 | -0.1 | 95
Cn1c(SCc2ccccc2F)nc2cccnc21 | 103 | 98 | 95 | 105 | -2 | 99 | -0.1 | 98
Nc1nc(NCc2ccco2)nc(N2CCCCC2)c1[N+](=O)[O-] | 110 | 105 | 95 | 107 | 4 | 118 | -0.2 | 98
CC(=O)N/N=C/c1ccc(OCCOc2ccc(Br)cc2)cc1 | 108 | 100 | 100 | 104 | 0 | 121 | 0.0 | 104
COc1ccc(-c2noc(CN(C)Cc3ccc(C)o3)n2)cc1 | 114 | 90 | 111 | 97 | 7 | 97 | 0.3 | 92
CCc1nnc(NC(=O)CSc2nnc(-c3ccoc3C)n2-c2ccccc2)s1 | 89 | 96 | 103 | 95 | 2 | 97 | -0.1 | 82
CCCc1c(C)nc(N2CCN(c3cccc(OC)c3)CC2)[nH]c1=O | 92 | 99 | 97 | 98 | -5 | 99 | -0.1 | 96
COc1ccc(C(CNC(=O)c2cccn2C)N2CCOCC2)cc1 (configuration not stated) | 95 | 100 | 141 | 100 | 1 | 99 | -0.1 | 101
CC(=O)Nc1nnc(SCC(=O)NC(C)(C)C)s1 | 93 | 100 | 99 | 102 | -2 | 103 | 0.0 | 106
Cc1cc(C)cc(OCC(=O)OCC(=O)Nc2cc(S(=O)(=O)N3CCOCC3)ccc2C)c1 | 113 | 97 | 107 | 96 | 0 | 100 | 0.0 | 79
Cc1cc(=O)[nH]c(N/N=C/c2ccc(Cl)cc2Cl)n1 | 90 | 101 | 92 | 94 | 6 | 102 | 0.1 | 95
COc1ccc(Cc2c(O)nc(SCC(=O)N3CCOCC3)[nH]c2=O)cc1 | 109 | 100 | 93 | 105 | 0 | 100 | 0.1 | 91
Cc1csc(NC(=O)c2cccnc2Cl)n1 | 109 | 108 | 93 | 106 | 22 | 107 | 0.0 | 105
CC(=O)c1ccc(NC(=O)C(C)O/N=C(\N)c2ccccc2)cc1 (configuration not stated) | 95 | 97 | 90 | 87 | -2 | 92 | 0.0 | 90
C=CCOC(=O)C1=C[C@@H](c2ccc3c(c2)OCO3)C[C@@H](OCc2ccc(CO)cc2)O1 | 107 | 100 | 95 | 101 | 1 | 105 | -0.1 | 94
Cc1ccccc1OCCC(=O)OCC(=O)NC1CC1 | 118 | 98 | 106 | 103 | 2 | 95 | -0.1 | 98
C#Cc1cccc(C(=O)NC2CCCN(C3Cc4ccccc4C3)C2)c1 (configuration not stated) | 95 | 100 | 97 | 104 | 46 | 95 | 0.0 | 97
Cc1ccccc1OCc1nc2ccccc2c(=O)n1/N=C/c1c[nH]c2ccccc12 | 97 | 106 | 109 | 101 | 85* | 97 | -0.1 | 106
CC1CCN(S(=O)(=O)c2cccc(C(=O)Nc3nncs3)c2)CC1 | 71 | 104 | 118 | 92 | 4 | 103 | 0.3 | 86
CC(C)[C@H](NC(=O)NCc1ccc(Cl)cc1)C(=O)O | 98 | 94 | 93 | 99 | -2 | 99 | -0.1 | 97
Cc1c(Cc2ccc3c(c2)OCO3)sc(NC(=O)c2ccccc2)c1C(N)=O | 105 | 106 | 79 | 113 | 9 | 105 | -0.1 | 134
CC(C)CC(=O)NC1(C(F)(F)F)C(=O)Nc2c1c(=O)n(C)c(=O)n2C (configuration not stated) | 88 | 97 | 102 | 103 | 6 | 90 | 0.0 | 108
Cc1ccccc1NC(=O)c1ccc2c(O)c(S(=O)(=O)c3ccccc3)c(=O)[nH]c2c1 | 95 | 99 | 113 | 103 | 1 | 102 | -0.1 | 111
COc1ccc(OCC(=O)Nc2ncc3c(n2)CC(C)(C)CC3=O)cc1 | 86 | 84 | 88 | 85 | 1 | 86 | 0.0 | 89

Assay outcomes: PubChem, several laboratories
